MgcRacGAP inhibition: MgcRacGAP GTPase-activating activity inhibitors, confirmation, biochemical, ADP Hunter fluorescence. 340,000 compounds, 0.6% hits. MgcRacGAP-stimulated Rac1 GTP hydrolysis, ADP Hunter fluorescence; higher % means a stronger effect; GST-tagged Rac1 F28L mutant substrate. AID 624330. inhibition, % at 30 µM; hits with a dose series show IC50 in µM;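 active means first-screen hits whose inhibition reached a set limit at any dose in the follow-up dose series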;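 further: fluorescence reports GDP produced by GAP-driven GTP hydrolysis; strong numbers were not always called active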
RSV CPE inhibition: inhibition of RSV-induced cytopathic effect – HEp-2 cells, primary 10 µM value included (AID 2391); HEp-2 cells, RSV-induced CPE inhibition; higher % means a stronger effect; CPE inhibition, % at 10 µM, or IC50 in µM where a hit was titrated; 310,000 compounds, 0.13% hits; in the data active means a potency from the dose series; further: strong numbers were not always called active
Dengue-2 NS5 capping: flavivirus cap methylation enzyme inhibition – biochemical, confirmation dose response, primary screen (AID 588689) | Dengue-2 NS5 methyltransferase capping enzyme assay, biochemical; higher % means a stronger effect | one-dose inhibition, % at 25 µM; IC50 in µM for titrated hits | 340,000 compounds, 0.3% hits; in the data active means a potency from the dose series
Starred values were filed as active, the others as inactive.

Results follow in this order: MgcRacGAP inhibition, RSV CPE inhibition, Dengue-2 NS5 capping
Cc1cc(C)n(-c2ccc(C(=O)OCC(=O)Nc3cc(S(C)(=O)=O)ccc3Cl)cc2)n1
 : 1.6%, 1.7%, -12.4%
Cc1onc(-c2ccccc2)c1C(=O)NC1CCC(C)CC1 (stereo not drawn)
 : 1.7%, -1.3%, -5.1%
COC(=O)[C@]1(C)CCC[C@@]2(C)C3CC[C@]4(OC(C)=O)C[C@@]3(CCC21)CC4=NO (stereo partly drawn)
 : -4.5%, 2.6%, -7.5%
CC1CN(C(=O)c2ccc(Cl)c(S(=O)(=O)NCc3ccco3)c2)CC(C)O1 (stereo not drawn)
 : 9.7%, 3.6%, -3.0%
Cc1ccc(S(=O)(=O)N(CCC(=O)NCc2ccccc2F)c2ccccc2)cc1
 : 6.0%, -0.2%, -6.2%
NS(=O)(=O)c1ccc(NC(=O)COC(=O)CSCc2ccc(F)cc2)cc1
 : 1.6%, 0.1%, -14.8%
CC(=O)NC12CC3CC(C1)CC(C(=O)N1CCN(C(=O)c4ccco4)CC1)(C3)C2
 : 3.3%, 1.7%, -8.1%
O=C(CSc1nc2c(cnn2-c2cccc(Cl)c2)c(=O)[nH]1)NCC1CCCO1 (stereo not drawn)
 : 6.2%, 0.9%, -10.3%
O=C(Nc1nnc(C2CC2)s1)c1ccc(Cl)nc1
 : -1.5%, 4.8%, 3.4%
O=C(CCl)N1CCN(S(=O)(=O)c2ccc3c(c2)CCC3)CC1
 : 5.4%, -2.0%, 4.4%
CON(C)S(=O)(=O)NC(=O)C1=C(N2CCCC2)COC1=O
 : 3.7%, 0.4%, -0.8%
COc1ccc(C(=O)NCC2COc3ccccc3O2)cc1S(=O)(=O)N1CCOCC1 (stereo not drawn)
 : 0.1%, 1.0%, -11.8%
CCOC(=O)c1cccc(OC(=O)CCNC(=O)c2ccc(Cl)cc2)c1
 : 6.4%, 0.5%, -0.7%
Cc1cc(C(=O)N(Cc2nnc(-c3ccc(Cl)cc3)o2)C(C)C)c2ccccc2n1
 : 2.4%, 1.0%, -5.4%
CCOc1cc(C(=O)Nc2cc(OC)cc(OC)c2)ccc1OCC(=O)N1CCOCC1
 : 0.5%, 2.3%, -3.7%
Cc1ccc(C(=O)C(C)OC(=O)CCS(=O)(=O)c2ccc(C)cc2)cc1 (stereo not drawn)
 : 0.9%, 1.1%, -4.8%
O=C1C[C@@H]2c3c(cccc3CN1Cc1ccc(F)cc1)C[C@@H](O)[C@H]2O
 : 8.5%, 1.1%, -1.4%
CC(NC(=O)c1ccco1)C(=O)N1CCN(S(=O)(=O)c2ccccc2C#N)CC1 (stereo not drawn)
 : 8.7%, 0.4%, 0.7%
O=C(Cn1c(=O)cnc2ccccc21)NNC(=O)c1ccccc1Cl
 : 7.9%, 1.5%, -11.8%
Cc1ccc(NC(=O)CSc2nnc(C3CC3)n2C)cc1S(=O)(=O)N1CCCCC1
 : 3.3%, 0.4%, -1.4%

The final 6 records of the section above come first, to join the parts.
Results follow in this order: MgcRacGAP inhibition, RSV CPE inhibition, Dengue-2 NS5 capping
CCOc1cc(C(=O)Nc2cc(OC)cc(OC)c2)ccc1OCC(=O)N1CCOCC1
 : 0.5%, 2.3%, -3.7%
Cc1ccc(C(=O)C(C)OC(=O)CCS(=O)(=O)c2ccc(C)cc2)cc1 (stereo not drawn)
 : 0.9%, 1.1%, -4.8%
O=C1C[C@@H]2c3c(cccc3CN1Cc1ccc(F)cc1)C[C@@H](O)[C@H]2O
 : 8.5%, 1.1%, -1.4%
CC(NC(=O)c1ccco1)C(=O)N1CCN(S(=O)(=O)c2ccccc2C#N)CC1 (stereo not drawn)
 : 8.7%, 0.4%, 0.7%
O=C(Cn1c(=O)cnc2ccccc21)NNC(=O)c1ccccc1Cl
 : 7.9%, 1.5%, -11.8%
Cc1ccc(NC(=O)CSc2nnc(C3CC3)n2C)cc1S(=O)(=O)N1CCCCC1
 : 3.3%, 0.4%, -1.4%
CCc1ccccc1NC(=O)CN1CCN(C(=O)CCC(=O)N2CCC(c3ccccc3)=N2)CC1
 : 1.3%, 0.9%, -7.5%
COc1ccccc1N1CC(C(=O)Nc2ccc(N3CCOCC3)cc2)CC1=O (stereo not drawn)
 : 19.2%, 1.9%, 0.0%
CCN1CCN(c2ccc(S(=O)(=O)N3CCOCC3)cc2NC(=O)CCSC)CC1
 : 6.1%, 3.4%, -2.3%
CC1CCCC(C)N1C(=O)COC(=O)c1c[nH]c2ccccc12 (stereo not drawn)
 : 0.8%, 1.0%, -1.5%
CN(C)S(=O)(=O)c1cccc(NC(=O)CCc2nc3sc4c(c3c(=O)[nH]2)CCCC4)c1
 : 5.0%, 4.8%, -1.1%
CN(C(=O)c1ccc(NC(=O)Cc2cccc(NC(=O)C3CCCN(C(=O)C4CCCCC4)C3)c2)cc1)C1CCCC1 (stereo not drawn)
 : 8.2%, 3.6%, -6.8%
O=C(c1ccc2c(c1)OCO2)N1CCN(S(=O)(=O)c2ccc(Br)cc2Cl)CC1
 : 0.4%, 2.0%, 0.8%
Cc1cccc(NC(=O)CN2CCN(C(=O)c3c(C)nn(Cc4ccccc4)c3C)CC2)c1C
 : 3.4%, 1.9%, 5.9%
CCN(CC(=O)Nc1ccc(OC)cc1)C(=O)c1ccc(=O)n(Cc2ccccc2)n1
 : 3.1%, 0.8%, -5.9%
CC(OC(=O)c1cccs1)C(=O)NC1CCCCC1C (stereo not drawn)
 : 2.7%, 0.7%, 0.0%
CC(=O)c1c(C)[nH]c(C(=O)COC(=O)COc2ccccc2F)c1C
 : 4.1%, 9.2%, 1.4%
O=C(COC(=O)C1CC(=O)N(CCc2ccccc2)C1)c1ccc[nH]1 (stereo not drawn)
 : 6.8%, 3.0%, -3.8%
COc1ccc(OCCNC(=O)c2cc(C3CC3)nc3c2cnn3C(C)C)cc1
 : 1.6%, -0.6%, 1.5%
Cc1ccc(OCCCC(=O)Nc2ccc(S(=O)(=O)N3CCOCC3)cc2)cc1
 : 2.8%, 1.0%, 6.3%
COc1c(F)cccc1C1=CC(=O)C[C@H](c2ccc3c(c2)OCO3)C1
 : 3.0%, -1.1%, -11.1%
Cn1c(N)c(C(=O)COC(=O)CNC(=O)c2ccccc2Cl)c(=O)n(C)c1=O
 : 6.1%, 1.0%, -9.8%
COc1ccc(CNC(=O)CN2C(=O)NC3(CCCc4sccc43)C2=O)cc1OC (stereo not drawn)
 : -0.4%, -0.2%, 4.1%
O=C(CN(Cc1ccco1)Cc1ccco1)Nc1cc(S(=O)(=O)N2CCCCC2)ccc1Cl
 : -2.9%, 5.3%, -9.0%
COc1ccc(C(=O)NC2CCN(Cc3ccccc3)C2)cc1S(=O)(=O)N1CCOCC1 (stereo not drawn)
 : 3.7%, 1.4%, -2.3%
Cc1noc(C)c1C(=O)OCC(=O)NCc1ccc(Cl)cc1
 : 5.3%, -0.5%, -3.1%

Next part
Results follow in this order: MgcRacGAP inhibition, RSV CPE inhibition, Dengue-2 NS5 capping
Cc1cc(C)cc(-c2nnc(SCC(=O)NC3CC3)o2)c1
 : -0.5%, 0.3%, -3.4%
CC(C)CN(C(=O)CSc1nnc(C2CC2)n1-c1ccccc1)C1CCS(=O)(=O)C1 (stereo not drawn)
 : 3.3%, 1.4%, -3.0%
CCCN(CC(=O)Nc1ccc(F)c(F)c1F)C(=O)Cc1ccc(S(=O)(=O)N2CCOCC2)s1
 : 3.8%, 1.2%, -11.4%
COc1cc(/C=C/C(=O)OCC(=O)NCCN2C(=O)CSC2=O)ccc1OCC#N
 : -1.1%, 0.0%, -0.4%
CC1CCC2(CC1)NC(=O)N(CC(=O)Nc1cccc(C#N)c1)C2=O (stereo not drawn)
 : 6.8%, -0.3%, -6.7%
CCN(CC)S(=O)(=O)c1ccc(N2CCCC2)c(NC(=O)c2nn(C)c(=O)c3ccccc23)c1
 : 0.7%, 3.9%, 1.5%
O=C(COc1ccc(F)cc1Br)NCC1(N2CCOCC2)CCCCC1
 : -2.6%, -0.3%, -11.1%
C[C@@H]1CC[C@]2(C(=O)O)CC[C@]3(C)C(=CCC4[C@]56CC[C@@](O)(OC5)C(C)(C)C6CC[C@]43C)C2[C@H]1C (stereo partly drawn)
 : -1.2%, 4.7%, 16.8%
COc1ccc(Cl)cc1NC(=O)CN(C)CC(=O)N1CC(=O)Nc2ccccc21
 : -2.6%, -0.4%, 5.1%
COc1ccc(CN(C)C(=O)COC(=O)c2c(C)nn(-c3ccc(F)cc3)c2Cl)cc1
 : 3.1%, 2.0%, 2.3%
O=S(=O)(c1ccc2oc(=S)[nH]c2c1)N1CCOCC1
 : 10.6%, 1.0%, 8.8%
CCCCN(C(=O)COC(=O)c1ccc(C=O)cc1)c1c(N)n(CCC)c(=O)[nH]c1=O
 : 3.3%, -0.1%, 0.7%
Cc1nn(CC(=O)N(C)c2c(N)n(Cc3ccccc3)c(=O)[nH]c2=O)c(C)c1[N+](=O)[O-]
 : 5.6%, -0.5%, 1.1%
CC1CCCCC1NC(=O)COC(=O)/C=C/c1ccco1 (stereo not drawn)
 : 4.1%, 2.5%, -0.4%
Cc1cccc(Nc2ccc(S(=O)(=O)N3CCOCC3)cc2[N+](=O)[O-])c1
 : 1.0%, 1.8%, -0.7%
CN(C(=O)CN1CCCCCC1)c1c(N)n(Cc2ccccc2)c(=O)[nH]c1=O
 : 0.1%, 0.9%, -3.0%
Cc1cccc(CNc2ccc(S(=O)(=O)N3CCCCC3)cc2)c1
 : 2.9%, 6.2%, 1.5%
COC(=O)c1ccccc1NC(=O)CN1C(=O)NC2(CCCCCCC2)C1=O
 : 2.2%, 0.4%, 5.9%
CCOC(=O)[C@H]1[C@H]2COc3ccc(OC)cc3[C@@H]2N2C(=O)CN(CC3CCCO3)C(=O)[C@@]12C (stereo partly drawn)
 : 9.7%, 2.3%, 0.7%
CC(=O)c1cccc(NC(=O)c2cc(-c3ccncc3)nc3ccccc23)c1
 : 3.5%, 2.3%, -3.3%

Next section:
mol	MgcRacGAP inhibition	RSV CPE inhibition	Dengue-2 NS5 capping
Cc1c(Cl)cccc1NC(=O)CNC(=O)c1cn(-c2ccccc2)nc1-c1cccnc1	-1.0%	3.2%	-1.5%
COc1ccc(-c2c(-c3ccccc3OC)oc3ccccc23)cn1	-0.2%	3.0%	-2.4%
COc1ccc(CC(=O)OCC(=O)NC2CCCCC2)cc1	-0.1%	3.6%	-5.3%
C/C=C/C1=CC(=O)C[C@H](c2ccc(F)cc2)C1	6.5%	-1.4%	-0.7%
Cn1c(N)c(C(=O)COC(=O)/C=C/c2cccc(C(F)(F)F)c2)c(=O)n(C)c1=O	2.2%	0.3%	-9.5%
CC(=O)c1ccccc1NC(=O)COc1ccc(N(C)S(=O)(=O)c2ccc(C)c(C)c2)cc1	-5.0%	7.2%	-7.6%
COc1ccc(NC(=O)CN2CCN(S(=O)(=O)c3cccs3)CC2)cc1Cl	-0.1%	-0.6%	1.5%
Cc1cc(C)cc(NC(=O)C(c2ccccc2)N2CCN(CC(=O)NC3CC3)CC2)c1 (stereo not drawn)	3.0%	2.0%	-5.2%
CSc1ccc(C2=CC(=O)C[C@H](c3ccc(F)cc3)C2)cc1	7.0%	1.0%	-6.3%
O=C(Nc1ccc(Cl)cc1F)c1ccc(-n2cncn2)cc1	0.0%	0.5%	-3.8%
Cc1ccc(-c2nn(-c3ccccc3)cc2C(=O)NC2CCC(O)CC2)cc1 (stereo not drawn)	6.4%	3.3%	1.5%
COc1ccccc1N(Cc1ccccc1)S(=O)(=O)c1cccc(C(=O)NCC2CCCO2)c1 (stereo not drawn)	3.2%	0.6%	-4.5%
O=C(c1ccc2c(c1)OCCO2)N1CCN(S(=O)(=O)c2c(F)cccc2F)CC1	12.2%	0.5%	-8.9%
COc1ccc2c(c1)OC[C@H]1[C@H]2N2C(=O)CN(Cc3ccc(F)cc3)C(=O)[C@@]2(C)[C@H]1c1ccccc1	7.0%	43.1%	-1.6%
CCN(CC)c1ccc(NC(=O)CN2C(=O)NC3(CCc4ccccc43)C2=O)cc1 (stereo not drawn)	89.8µM*	-1.0%	4.8%
O=C(NCCC(=O)N(Cc1ccco1)Cc1cccs1)c1ccccc1Cl	2.7%	0.7%	0.7%
C[C@H](NS(=O)(=O)c1ccc2c(c1)OCCCO2)C(=O)N1CCN(c2ccc(F)cc2)CC1	5.3%	-0.2%	8.1%
O=C(CNC(=O)c1cc(Cl)cc([N+](=O)[O-])c1)OCC(=O)N1CCCCC1	2.4%	3.0%	-4.4%
CC1(C)CC(=O)C=C(c2cccc(Br)c2)C1	-0.7%	1.7%	0.0%
Cc1ccc(S(=O)(=O)N(C)C)cc1NC(=O)C(C)OC(=O)c1ccc2ccccc2n1 (stereo not drawn)	2.5%	0.3%	-9.6%
CC(C(=O)N1CCc2ccccc21)N(C)CC(=O)Nc1ccc(F)cc1 (stereo not drawn)	1.7%	3.5%	-3.6%
O=C(COC(=O)c1c[nH]c2ccccc12)Nc1cccc(F)c1	4.9%	0.6%	-1.9%
Cc1nnc(SCC(=O)N2CCN(c3cccc(Cl)c3)CC2)n1C1CC1	3.6%	2.7%	-6.6%
COc1ccc(-c2csc(NC(=O)CSCC(=O)Nc3cc(C)on3)n2)cc1	1.4%	1.8%	7.7%
CCC1(c2ccccc2)NC(=O)N(CC(=O)N2CC(=O)Nc3ccccc32)C1=O (stereo not drawn)	-2.7%	1.5%	-6.0%

2 entries from above, with values ahead of the structure.
| MgcRacGAP inhibition | RSV CPE inhibition | Dengue-2 NS5 capping | smiles |
| --- | --- | --- | --- |
| -0.5% | 0.3% | -3.4% | Cc1cc(C)cc(-c2nnc(SCC(=O)NC3CC3)o2)c1 |
| 3.3% | 1.4% | -3.0% | CC(C)CN(C(=O)CSc1nnc(C2CC2)n1-c1ccccc1)C1CCS(=O)(=O)C1 (stereo not drawn) |

Screens from PubChem.

A portion of the library; the hit share may differ from the screen's.
